CXCR6 block – blocks human CXCR6 beta-arrestin recruitment | O00574 | CHO-K1 PathHunter CXCR6 beta-arrestin, luminescence | inhibition, % at 20 µM | hit rate 0.36% among 360,000 | AID 602244; in the data active = inhibition above about 34%, passing the limit was not always enough;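 note: antagonist mode with CXCL16 agonist at 10 nM final; 0% = 10 nM CXCL16 with DMSO and 100% = unstimulated wells without agonist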
APOBEC3A inh – human APOBEC3A DNA deaminase inhibition; P31941; recombinant A3A, FAM/TAMRA ssDNA deamination fluorescence; inhibition, % at 20 µM; hit rate 0.41% among 330,000; AID 493011;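 active = at least 40% inhibition at 20 µM here, with at most 30% in a related deaminase screen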;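 note: plate controls were A3A with DMSO for no effect and wells lacking A3A enzyme for full effect; some results filed as inactive read as strong as hits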
Target sequence (P31941 whole entry, looked up): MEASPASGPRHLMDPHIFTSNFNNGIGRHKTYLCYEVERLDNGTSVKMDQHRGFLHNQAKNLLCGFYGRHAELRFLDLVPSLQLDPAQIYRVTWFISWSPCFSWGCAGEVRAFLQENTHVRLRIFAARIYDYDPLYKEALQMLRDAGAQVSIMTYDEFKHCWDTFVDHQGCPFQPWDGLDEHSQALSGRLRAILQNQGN
CCR6 antag – antagonists of human CCR6 receptor. P51684. CHO-K1 CCR6 PathHunter beta-arrestin, luminescence, CCL20-stimulated. inhibition, % at 20 µM. hit rate 0.49% among 340,000. AID 493098;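 active = compounds whose inhibition of the agonist-driven luminescence signal at 20 µM reaches about 50%, limit read from the data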;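 note: cells stimulated with CCL20 at 14 nM final; plate controls were DMSO with CCL20 for no effect and DMSO without agonist for full effect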
Target sequence (P51684 whole entry, looked up): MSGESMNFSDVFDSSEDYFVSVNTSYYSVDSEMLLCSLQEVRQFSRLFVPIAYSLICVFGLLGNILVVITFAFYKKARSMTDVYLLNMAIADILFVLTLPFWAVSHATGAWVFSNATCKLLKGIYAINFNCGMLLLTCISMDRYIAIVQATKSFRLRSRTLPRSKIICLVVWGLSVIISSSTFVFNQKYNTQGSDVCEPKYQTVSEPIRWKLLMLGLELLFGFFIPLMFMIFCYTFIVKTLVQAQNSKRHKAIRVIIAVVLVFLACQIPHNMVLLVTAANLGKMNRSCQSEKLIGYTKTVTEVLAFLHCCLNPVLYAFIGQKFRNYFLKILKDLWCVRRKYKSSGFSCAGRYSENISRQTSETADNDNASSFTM
GRIN3A LBD mod – modulates the human NR3A ligand-binding domain. NR3A LBD differential scanning fluorimetry, Tm shift; 0% = protein alone, 100% = glycine-bound protein. Tm shift relative to glycine control, % at 25 µM. hit rate 2.5% among 340,000. AID 1259313;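 active = melting temperature shift of at least 10% of the positive control shift, at one fixed dose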
MPTP block – inhibitors of mitochondrial permeability transition pore; isolated mouse mitochondria, Ca2+ swelling absorbance, 30 min; inhibition, % at 10 µM; hit rate 1.4% among 360,000;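 active = inhibition of 50% or more, scaled per plate between neutral and stimulator controls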;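 note: 0% = DMSO wells given calcium and 100% = 1 mM EGTA wells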
APOBEC3G inh – inhibitors of human APOBEC3G DNA deaminase. recombinant A3G, ssDNA deamination FAM/TAMRA fluorescence. AID 493012. hit rate 0.28% among 330,000. inhibition, % at 20 µM;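 active = inhibition of at least 40% at 20 µM, with no more than 30% in the related APOBEC3A deaminase screen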;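 note: plate controls were DMSO wells with A3G for no effect and wells lacking A3G enzyme for full effect; some compounds called inactive have numbers as strong as hits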
EBI2 antag – antagonists of human EBI2 receptor; EBI2 beta-arrestin recruitment, luminescence, 7a,25-OHC stimulated; inhibition, % at 5 µM; hit rate 0.81% among 360,000; AID 651636; in the data active = inhibition above about 38%;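 note: enzyme fragment complementation signal reports receptor beta-arrestin coupling in cells; 0% = agonist plus DMSO wells and 100% = wells without agonist; some results beyond the cut were filed as inactive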
Gli-Sufu antag – blocks Gli-Sufu signaling in a luciferase reporter; Sufu-KO-LIGHT fibroblasts, Gli luciferase reporter luminescence; hit rate 0.74% among 340,000; inhibition, % at 5 µM;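 active = inhibition above about 55%, limit read from the data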;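 note: 0% = DMSO-treated cells and 100% = wells with medium but no cells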
Starred values were filed as active, the others as inactive; · = not tested or not shown.

1	O=C(Nc1ccc(N2CCCC2)c(Cl)c1)c1ccc([N+](=O)[O-])cc1
2	C=CCn1c(SCC(=O)N2CCN(c3ccc(F)cc3)CC2)nnc1-c1ccco1
3	c1ccc(C2=Nc3cccnc3C(c3ccccc3)=NN2)cc1
4	CCCC(=O)Nc1nnc(C2CCCO2)s1 (centres undefined)
5	Cc1ccc2nc(-c3ccncc3)c(Nc3ccccc3)n2c1
6	Clc1ccc(C2=Nn3c(nnc3-c3n[nH]c4c3CCC4)SC2)cc1Cl
7	Cc1cc(S(=O)(=O)Nc2cccc(C(=O)O)c2)c(C)c(S(=O)(=O)c2ccc(Cl)cc2)c1
8	Cc1noc(C)c1C(=O)N1CCN(c2ccccc2O)CC1
Screen / compound no.	1	2	3	4	5	6	7	8
CXCR6 block	-7	6	6	1	-3	0	6	-1
APOBEC3A inh	-6	1	-2	2	-3	-4	3	-1
CCR6 antag	-5	-3	2	-1	3	13	3	0
GRIN3A LBD mod	1	-1	1	1	-1	-10	1	1
MPTP block	76*	-2.3	0.3	-0.6	1.2	3.2	-0.3	-0.8
APOBEC3G inh	-4	-7	-6	-2	-3	-7	5	-1
EBI2 antag	3	-4	3	-12	-7	34	0	-10
Gli-Sufu antag	-25	-4	-22	-28	-1	17	12	-7

Compound profiles (already shown). Screens in order: CXCR6 block, APOBEC3A inh, CCR6 antag, GRIN3A LBD mod, MPTP block, APOBEC3G inh, EBI2 antag, Gli-Sufu antag
Profile of Cc1cc(S(=O)(=O)Nc2cccc(C(=O)O)c2)c(C)c(S(=O)(=O)c2ccc(Cl)cc2)c1 → 6, 3, 3, 1, -0.3, 5, 0, 12
Profile of C=CCn1c(SCC(=O)N2CCN(c3ccc(F)cc3)CC2)nnc1-c1ccco1 → 6, 1, -3, -1, -2.3, -7, -4, -4
Profile of Cc1ccc2nc(-c3ccncc3)c(Nc3ccccc3)n2c1 → -3, -3, 3, -1, 1.2, -3, -7, -1

Continuation.
9	COc1ccc(C(NC(N)=O)c2ccccc2)cc1 (centres undefined)
10	Cc1ccc(/C=N/NC(=O)Cn2ccc(C(F)(F)F)n2)o1
11	Cc1nn(C)cc1S(=O)(=O)Nc1cccc(Cl)c1
12	CN(C)C(CNC(=S)Nc1ccc(F)cc1)c1cccnc1 (centres undefined)
13	COC(=O)c1ccc(COc2ccc(C)cc2[N+](=O)[O-])o1
14	COc1ccc(C(C)=O)cc1COC(=O)c1c(C)nn(-c2ccccc2)c1C
15	Cc1ccc(N2CC3=C(C2=O)C(c2ccccc2)NC(=O)N3C)cc1 (centres undefined)
16	Cc1cc(=O)oc2cc(NC(=O)C(C)Oc3ccccc3)ccc12 (centres undefined)
Screen / compound no.	9	10	11	12	13	14	15	16
CXCR6 block	-2	-21	-4	6	5	1	1	-3
APOBEC3A inh	0	0	1	-6	-1	-1	-1	20
CCR6 antag	1	-3	11	-8	10	19	-8	14
GRIN3A LBD mod	-1	0	-2	-2	-1	0	-2	1
MPTP block	-1.7	1.3	-2.3	2.3	2.1	0.5	-0.8	0.4
APOBEC3G inh	-5	-4	-6	-5	-1	1	-4	-3
EBI2 antag	-11	2	0	0	-2	7	-6	2
Gli-Sufu antag	-20	1	4	21	-29	5	4	-4

17	CC(C)Oc1ccc(NC(=O)Oc2ccccc2)cc1
18	O=C(Nc1ccc(C(=O)O)cc1)/C(=C\C=C\c1ccccc1)NC(=O)c1ccccc1Br
19	COc1cc2cc(C(=O)Nc3ccccc3)c(N)nc2cc1OC
20	CC(=O)Oc1ccc(C(=O)Nc2cccc(C(=O)Nc3ccccc3C(=O)O)c2)cc1
21	CC(=O)N/N=C/c1cc([N+](=O)[O-])ccc1OCCOc1ccccc1
22	Cc1ccc(NC2=C(CC(=O)O)C(c3ccccc3)N(c3ccc(C)cc3)C2=O)cc1 (centres undefined)
23	O=C(NCc1nnc(SCC(=O)N2CCOCC2)o1)c1c(F)cccc1Cl
24	O=c1[nH]cc(NCc2ccccc2)c(=O)[nH]1
Screen / compound no.	17	18	19	20	21	22	23	24
CXCR6 block	-7	0	-7	-11	-7	11	1	-9
APOBEC3A inh	-7	-1	-4	0	-4	-4	0	·
CCR6 antag	-13	7	-5	3	7	6	-7	19
GRIN3A LBD mod	-27	6	2	9	-1	0	-1	0
MPTP block	-0.3	0.7	-0.3	-0.5	5.4	5.8	0.1	-0.7
APOBEC3G inh	-3	-4	-9	-4	-4	-6	-1	·
EBI2 antag	11	-5	8	4	-3	-2	-19	11
Gli-Sufu antag	-5	-16	4	0	-1	-13	5	2

25	Cc1cc(C)c(NC(=O)C2C3/C=C\CCCCC32)c(C)c1 (centres undefined)
26	O=C(Nc1cccc(F)c1)OC(CN1CCCCC1)C(F)(F)F (centres undefined)
27	CCc1cc2c(=O)[nH]c(-c3ccncc3)nc2s1
28	CCCCS(=O)CC(O)COc1ccc(C(C)(C)C)cc1 (centres undefined)
29	COc1cccc(CNCCSc2nnnn2C)c1
30	CC(=O)C1=C(C)NC(C)=C(C(C)=O)C1c1cn(-c2ccccc2)nc1-c1cccs1
31	COC(=O)CCC(=O)OC1(C)C(=O)C=C2C=C(C3CC3)N(C3CC3)C=C2C1=O (centres undefined)
32	COc1ccc(/C=C(\C#N)C(=O)OCCNC(=O)c2ccncc2)cc1
Screen / compound no.	25	26	27	28	29	30	31	32
CXCR6 block	-5	6	-12	-5	0	1	-25	-3
APOBEC3A inh	0	1	2	-5	-2	-5	1	0
CCR6 antag	3	-10	-33	-3	-6	-11	-2	4
GRIN3A LBD mod	0	-4	-4	-1	3	-5	-2	2
MPTP block	-0.2	2.6	0.0	-0.3	-1.6	-2.8	1.4	0.3
APOBEC3G inh	-2	4	-3	-5	-5	-5	0	0
EBI2 antag	-13	2	4	-8	0	8	-18	-11
Gli-Sufu antag	-20	5	-3	-8	2	11	-3	18

Next part (four carried over from the part before).
29	COc1cccc(CNCCSc2nnnn2C)c1
30	CC(=O)C1=C(C)NC(C)=C(C(C)=O)C1c1cn(-c2ccccc2)nc1-c1cccs1
31	COC(=O)CCC(=O)OC1(C)C(=O)C=C2C=C(C3CC3)N(C3CC3)C=C2C1=O (centres undefined)
32	COc1ccc(/C=C(\C#N)C(=O)OCCNC(=O)c2ccncc2)cc1
33	Cc1cccc(C)c1NC(=O)C(C)Sc1n[nH]c(-c2ccncc2)n1 (centres undefined)
34	CC(=O)Nc1ccc(S(=O)(=O)NCCc2csc(C)n2)cc1
35	O=C1CC(c2cccc(Br)c2)c2cc3c(cc2N1)CCC3 (centres undefined)
36	C=CCOC(=O)C1C(=O)CC(C)(O)C(C(=O)OCC=C)C1c1ccc(OCC)cc1 (centres undefined)
37	Cc1nc(SCC(=O)Nc2c(C)n(C)n(-c3ccccc3)c2=O)c2cnn(-c3ccccc3)c2n1
38	OCC#CCSc1nnc(-c2ccncc2)o1
39	Cc1c(OCc2ccc(C(=O)O)o2)ccc2c3c(c(=O)oc12)CCC3
40	Cc1noc(/C=C/c2ccco2)c1S(=O)(=O)N1CCC(C(=O)NCc2ccco2)CC1
Screen / compound no.	29	30	31	32	33	34	35	36	37	38	39	40
CXCR6 block	0	1	-25	-3	2	10	-2	12	0	2	-1	-7
APOBEC3A inh	-2	-5	1	0	82*	-1	2	0	·	-3	19	2
CCR6 antag	-6	-11	-2	4	3	8	16	15	17	11	-1	22
GRIN3A LBD mod	3	-5	-2	2	2	-1	-15	-6	-4	3	0	-1
MPTP block	-1.6	-2.8	1.4	0.3	-3.1	0.9	0.5	0.4	-2.8	-0.6	-0.1	3.8
APOBEC3G inh	-5	-5	0	0	-8	-6	-3	-4	·	-7	20	-3
EBI2 antag	0	8	-18	-11	11	-8	-5	-16	-6	-3	-1	3
Gli-Sufu antag	2	11	-3	18	-7	-2	10	5	-3	5	-6	-19
